IDE inh – cellular human IDE inhibition. inhibition, % at 5.59 µM. AID 434962. P14735. HEK cells, FAbetaB cleavage, fluorescence polarization. hit rate 0.41% among 320,000;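 active means percent inhibition above the average of all tested compounds plus 3 SD, set per screening campaign, cut at about 16% in these data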;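 further: IDE supplied by intact live HEK cells; FP after avidin binding of uncleaved biotin substrate so inhibition keeps polarization high; 0% = DMSO wells and 100% = 60 µM reference IDE inhibitor Ii1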
GalR3 antag – antagonists of human GalR3; hit rate 0.44% among 360,000; HEK293 GalR3-CNG cAMP membrane potential fluorescence; galR3 body fused to GalR1 C-terminus; inhibition, % at 3 µM; O60755;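 active means inhibition above the screen-wide average plus 3 SD, cut at about 13% in these data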;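 further: forskolin and galanin both at EC90 stimulate the cells; cAMP rise reported by CNG channel membrane potential dye signal; 0% = forskolin plus galanin with DMSO and 100% = forskolin alone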
Target sequence (O60755 1-299 limits assumed): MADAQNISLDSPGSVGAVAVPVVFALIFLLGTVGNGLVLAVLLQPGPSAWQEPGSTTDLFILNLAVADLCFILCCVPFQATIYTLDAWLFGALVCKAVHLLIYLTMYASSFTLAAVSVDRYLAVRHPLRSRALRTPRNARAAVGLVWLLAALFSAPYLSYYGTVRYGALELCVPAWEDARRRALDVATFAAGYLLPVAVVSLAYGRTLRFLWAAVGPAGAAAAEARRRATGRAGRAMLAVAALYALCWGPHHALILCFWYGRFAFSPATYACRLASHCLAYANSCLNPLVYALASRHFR
MEKK3 PB1 HTS – modulators (inhibitors or enhancers) of MEK5 binding to human MEKK3 PB1 domain; Q99759; bead-based flow cytometry, Alexa488-MEK5 binding to MEKK3; actives lie on both sides; 0 = blocked by unlabeled MEK5, 100 = vehicle; binding response (% of control), % at 10 µM; hit rate 1.4% among 290,000;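 active means binding response more than 3 SD above or below the average of its plate-row segment, actives on both sides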;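 further: Alexa488 bead fluorescence after subtracting the streptavidin-only scavenger bead signal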
CRFBP-R2 block – CRF-BP/CRF-R2 complex antagonism; HEK293 CRF-R2/CRF-BP, CRF-induced calcium fluorescence; inhibition, % at 11.8 µM; hit rate 0.59% among 350,000; AID 588475;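 active means inhibition of the ligand-induced calcium signal above about 50% at the single tested concentration, limit read from the data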
CRFBP-R2 agonist – CRF-BP/CRF-R2 complex agonism; HEK293 CRF-R2/CRF-BP, calcium dye fluorescence (FLIPR); percent of saturating CRF peptide response; activation, % at 13.2 µM; hit rate 0.46% among 350,000; AID 588473;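 active means activation of at least 50%, plus an integration ratio under a set limit after plate pattern correction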;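 further: plate controls were neutral control wells without compound for no effect and CRF at EC100 for full effect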
CHRM4 PAM – potentiates acetylcholine response at human M4 receptor | CHO-K1 hM4/Gqi5, Fluo-8 calcium fluorescence, ACh EC20; 0% = ACh EC20, 100% = maximal ACh | activation, % at 3 µM | hit rate 0.4% among 360,000 | AID 624126;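 active means activation above its plate's cutoff, the mean activation of sample wells plus 3 SD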; further: some results filed as inactive read as strong as hits
Target sequence (P08173 whole entry, looked up): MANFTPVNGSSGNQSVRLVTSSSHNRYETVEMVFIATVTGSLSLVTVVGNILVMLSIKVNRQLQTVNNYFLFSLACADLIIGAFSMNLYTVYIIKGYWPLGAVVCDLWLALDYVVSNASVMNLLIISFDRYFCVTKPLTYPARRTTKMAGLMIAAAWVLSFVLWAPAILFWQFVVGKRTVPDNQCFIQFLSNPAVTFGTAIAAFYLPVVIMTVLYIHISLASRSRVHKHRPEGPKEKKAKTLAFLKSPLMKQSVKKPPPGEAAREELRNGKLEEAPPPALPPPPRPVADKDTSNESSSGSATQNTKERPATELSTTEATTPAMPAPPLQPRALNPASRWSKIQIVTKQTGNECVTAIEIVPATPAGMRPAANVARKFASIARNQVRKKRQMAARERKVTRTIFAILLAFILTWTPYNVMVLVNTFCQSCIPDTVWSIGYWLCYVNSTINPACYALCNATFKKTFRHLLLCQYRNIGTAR
PHOSPHO1 block – PHOSPHO1 (human) inhibition; hit rate 1.1% among 290,000; inhibition, % at 13.3 µM; recombinant PHOSPHO1, absorbance phosphatase assay; Q8TCT1; in the data active means inhibition above about 60%
IDE act – IDE (human) activation, cell-based. activation, % at 5.96 µM. hit rate 0.073% among 340,000. HEK cells, FAbeta-B cleavage, fluorescence polarization; 0% vehicle, 100% cell-free pure enzyme wells. AID 493087;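 active means activation above the mean of all tested compounds plus 3 SD, set per screening campaign, cut at about 17% in these data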
p-CIP stab down – compounds decreasing mouse p/CIP protein stability. Q05BA5. F442A p/CIP-EGFP cells, EGFP fluorescence, 16 h. decrease of EGFP signal, % at 10 µM. hit rate 0.01% among 290,000. AID 1984;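 active means EGFP signal decrease of at least 30% at 10 µM or well 3 SD below plate mean, unless failing retest; inactive means the rest, including hits failing retest or dose response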; further: some compounds called inactive have numbers as strong as hits; many of its hits are not listed in these tables
An asterisk follows results filed as active; / = no result given. No enrichment for hits; overall some 4.2% were active at least once.

SMILES	IDE inh	GalR3 antag	MEKK3 PB1 HTS	CRFBP-R2 block	CRFBP-R2 agonist	CHRM4 PAM	PHOSPHO1 block	IDE act	p-CIP stab down
COc1ccc(S(=O)(=O)N2CCOCC2)cc1NC(=O)CSc1cccc[n+]1[O-]	1	3	99	-3	1.7	-2	12	-2	11
CCOC(=O)/C(=N/Nc1ccc(OC)cc1)Sc1nnc(CCc2ccccc2)n1-c1ccccc1	3	-5	90	-3	-0.9	-3	-13	2	-11
CCOc1ccccc1-n1c(SC(C)C(=O)NCC2CCCO2)nc2ccccc2c1=O (centres undefined)	5	-5	/	0	-0.3	2	/	0	/
Cc1ccc(C)c(N2C(=O)CN=C2Nc2ccccc2Cl)c1	5	-2	104	13	0.2	22*	0	4	-5
CC(Oc1ccccc1)C(=O)N=Nc1c(O)[nH]c2ccc(Br)cc12 (centres undefined)	2	-4	98	-2	1.3	-4	-6	-1	-6
COc1ccc(CCn2c(-c3ccc(F)cc3)nc3c(c(=O)c4ccccc4n3C)c2=O)cc1OC	-1	-4	100	1	-6.0	-2	4	/	-15
COc1ccc(OC)c(NC(=O)CSc2nnc(-c3cccnc3)s2)c1	-4	-5	91	11	-1.8	6	42	-6	-10
O=C(COc1ccccc1F)N1CCCc2ccccc21	2	-3	102	12	0.2	5	18	7	-1
COc1ccc(CNC(=O)Cc2c(C(=O)O)[nH]c3ccccc23)cc1	-1	-3	60	-10	1.5	11	42	5	7
O=C(CS(=O)(=O)c1ccccc1Cl)N1CCOCC1	1	1	97	-6	2.0	3	38	-1	-6
CC(NC(=O)c1cccc(S(=O)(=O)N(C)C)c1)c1nc2ccccc2[nH]1 (centres undefined)	1	-2	/	-5	-2.5	11	27	5	-11
COc1cc(C2NCCc3c2[nH]c2ccccc32)ccc1OC(C)C (centres undefined)	4	-1	87	/	/	/	-1	/	0
O=C(COC(=O)c1cccnc1Cl)NCCCc1ccccc1	-3	-2	/	7	0.1	4	/	8	/
O=C(Nc1cccc2ccccc12)c1ccc([N+](=O)[O-])o1	2	-9	107	1	-2.2	5	-3	0	-12
O=C(Nc1ccc2oc(=O)ccc2c1)c1ccccc1[N+](=O)[O-]	-2	-4	109	9	0.0	8	-20	0	-4
COc1ccc(S(=O)(=O)N2CCOCC2)cc1NC(=O)Cc1c(Cl)cccc1Cl	-2	-2	99	27	-3.8	0	-3	1	3
COC(=O)CC(=O)CSc1nc2c(cc1C#N)CCCCC2	1	-1	99	3	0.5	14	4	-1	-5
C[C@H](O)[C@H](O)[C@H]1CNc2nc(N)[nH]c(=O)c2N1	-2	/	/	2	-0.6	2	/	1	/
CC1CCC(=NNS(=O)(=O)c2ccc([N+](=O)[O-])cc2)CC1 (centres undefined)	/	-5	/	-6	0.3	1	/	6	/
CCOc1ccc2c(c1)C(C)=CC(C)(C)N2S(=O)(=O)c1ccc(F)cc1	-2	-9	108	17	3.7	-1	46	2	4
CCn1cc(C(=O)N[C@H](C(=O)NCCO)C(C)C)c(=O)c2cc3c(cc21)OCO3	-1	-6	102	-2	-0.7	6	34	5	2
CSCC[C@H](N)C(=O)NC[C@H]1O[C@@H](n2cnc3c(N)ncnc32)[C@H](O)[C@@H]1O	/	-4	/	15	0.9	0	/	4	/
Cc1ccc(C2CC(=O)Nc3c2ccc2ccccc32)cc1[N+](=O)[O-] (centres undefined)	12	-7	102	-92	3.8	-3	8	5	-8
Cc1ccc2nsnc2c1S(=O)(=O)N1CCN(Cc2ccc3c(c2)OCO3)CC1	6	1	100	9	-0.2	9	7	0	-10
CCC(C)(C(=O)NC1CCCC1)N(C)C(=O)Cc1c[nH]c2ccccc12 (centres undefined)	-2	-2	105	17	-0.1	4	-5	-3	1
CCOC(=O)C1=C(N)c2ccccc2CC1C1CCCC1 (centres undefined)	-4	-7	92	-18	0.1	-6	11	6	-1
COc1ccc(NC(=S)NCCCc2ccccc2)cc1	1	1	90	5	-2.3	-4	-10	-1	1
CSc1nsc(/C=C/Nc2ccc(F)cc2)c1C#N	3	-3	105	-27	2.1	6	-8	-2	-7
Cc1ccnc(NS(=O)(=O)c2ccc(NC(=O)/C=C/c3cccs3)cc2)n1	2	-5	106	-11	0.7	2	40	4	0
COc1cc(NC(=O)c2cccs2)c(OC)cc1NC(=O)Cc1ccccc1	4	-7	103	-5	-3.5	4	39	-1	-23
ON=C1C2CC=C(c3ccccc3)C1CCC2 (centres undefined)	/	5	/	2	1.6	-1	/	5	/
Cc1cccc(C)c1NC(=O)CN(C)C(=O)c1ccc(N2C(=O)CCC2=O)cc1	-5	-1	/	6	2.3	-2	/	0	/
CC1CC(C)(C)CC2(C1)NC(=O)N(CC(=O)Nc1c(F)cccc1F)C2=O (centres undefined)	3	-6	/	0	-1.0	3	/	2	/
O=C(CCCC(=O)N/N=C\c1ccccn1)N/N=C\c1ccccn1	-3	-3	97	2	0.9	0	-4	-1	-10
COc1cc(/C=C(\C#N)c2nc3c(s2)CC(C)CC3)ccc1O (centres undefined)	89*	-6	103	/	/	-3	2	-143	-57
Cc1ccc(C)c(/C=N/Nc2ccccn2)c1	0	-5	100	-9	-0.4	11	42	1	-3
O=C(NCCN1CCCCC1)c1ccc(/C=N/O)nc1	3	-4	105	-19	0.4	4	3	1	5
Cc1cc2c(cc1S(=O)(=O)Nc1cccc(C)c1C)OCC(=O)N2	5	/	100	-19	11	-4	12	5	-2
O=C1OC(c2ccc3c(c2)OCO3)N(C(=O)c2ccc(Cl)c(Cl)c2)c2ccccc21 (centres undefined)	11	-6	101	-6	5.9	0	1	-8	6
Cc1ccc(N2C(=O)C(CN3CCOCC3)C2c2ccccc2)cc1 (centres undefined)	2	-3	98	-1	0.8	-2	0	7	7
CCN1C=C(C(=O)c2ccccc2)C(=O)CC1	/	0	/	7	3.7	5	/	-1	/
Cc1noc(C)c1S(=O)(=O)N1CCC(C(=O)c2ccccc2)CC1	5	-4	95	4	0.8	-2	41	3	0
Cc1cccc2nc(-c3cccc(NC(=O)Cc4ccccc4)c3)cn12	2	-4	96	3	0.0	3	-12	4	-14
COC(=O)c1sccc1NC(=O)CSc1ccccc1NS(=O)(=O)c1cc(Cl)ccc1Cl	0	-5	104	8	0.5	-2	11	3	6
Cc1ccc(S(=O)(=O)NCC(=O)OC(C(=O)c2ccccc2)c2ccccc2)cc1 (centres undefined)	-6	-4	97	10	3.0	-9	39	-1	-7
CCC(NS(=O)(=O)c1c(C)[nH]c(=O)[nH]c1=O)C12CC3CC(CC(C3)C1)C2 (centres undefined)	-7	-7	99	-14	0.4	1	5	-4	-5
COc1ccc2oc(C(=O)Nc3ccc(C)cn3)c(C)c2c1	3	1	/	16	-1.8	8	/	-5	/
CC1(c2ccccc2)NC(=O)N(CC(=O)Nc2ccc([N+](=O)[O-])cc2)C1=O (centres undefined)	-2	-2	89	-15	3.4	-19	8	-3	-1
Cc1cccc(N2CCN(S(=O)(=O)c3cccc4nonc34)CC2)c1C	10	-9	98	4	1.4	0	-5	1	6
CC(O)c1nc2ccccc2n1Cc1ccccc1 (centres undefined)	-2	-10	109	25	2.5	-2	19	1	0

(further entries)
SMILES	IDE inh	GalR3 antag	MEKK3 PB1 HTS	CRFBP-R2 block	CRFBP-R2 agonist	CHRM4 PAM	PHOSPHO1 block	IDE act	p-CIP stab down
CC(=O)c1cc(CN2CCN(C3CCN(C(C)C)CC3)C(CCO)C2)cs1 (centres undefined)	1	0	105	3	1.3	2	24	2	9
O=C(CCCN1C(=O)NC2(CCCC2)C1=O)N1CCN(S(=O)(=O)c2ccccc2)CC1	0	4	/	5	-0.7	0	/	1	/
CC(=O)c1ccc(-c2ccc(C(=O)N3CCN(c4ccc(F)cc4)CC3)o2)cc1	2	-7	100	4	-1.6	-12	13	0	-31
CCOC(=O)c1nn(-c2ccc(F)cc2)c2nc(-c3ccccc3)c(C#N)c(=O)n12	4	-12	106	8	0.6	-1	-10	-4	4
NC(=O)COc1ccccc1/C=C1/SC(=O)N(CC(=O)N2CCc3ccccc3C2)C1=O	-2	-9	/	-8	-4.5	-9	26	1	-12
O=C(O)CCSc1nnc(COc2ccc([N+](=O)[O-])cc2)n1-c1ccccc1	-5	3	99	6	0.8	-4	5	4	-6
CCOC(=O)N1CCN(C(=O)CSc2ccc(-c3ccncc3)nn2)CC1	4	-4	122	-5	1.4	4	-29	1	5
O=C(COC(=O)c1ccc2c(c1)OCCO2)NCc1ccccc1	2	-5	104	3	-0.3	0	1	4	-12
Cc1cc(-c2ccc(C(C)C)c(S(=O)(=O)N3CCC(C)CC3)c2)on1	3	-3	104	-19	4.1	-2	32	7	19
CC(=O)NCCC(=O)Nc1cc(S(=O)(=O)N2CCCCC2)ccc1N1CCCCC1	5	-3	/	-9	0.6	5	/	5	/
CNC(=O)CSc1nc2nc(C)cc(C)n2n1	4	-4	101	32	-0.4	14	-5	-2	2
Cn1c(=O)n(CCc2ccccc2)c(=O)c2c1ncn2Cc1ccccc1	3	-6	110	-30	-1.4	10	4	-5	-4
CCOC(=O)c1ccccc1NC(=O)COC(=O)C(CC(C)C)NC(N)=O (centres undefined)	0	-7	102	-1	-0.8	-2	-8	3	11
COc1ccc(OC)c(NC(=O)COC(=O)c2ccc(OC)c(S(=O)(=O)N3CCOCC3)c2)c1	0	-5	/	-5	-1.8	4	/	2	/
O=C(Nc1ccc(S(=O)(=O)Nc2ncccn2)cc1)c1cncc(Br)c1	-2	-5	99	9	0.4	12	-13	2	-9
CC1CC1C(=O)OCC(=O)c1c(N)n(C)c(=O)n(C)c1=O (centres undefined)	2	-7	97	-3	0.4	-2	6	2	-7
CC(C)[C@@H](C(=O)NC1CC1)N1C(=O)N2CCc3c([nH]c4ccccc34)[C@@]2(C)C1=O	3	-6	99	-12	2.6	-4	18	1	1
Nc1nc(SCC(=O)Nc2ccc(OC(F)(F)F)cc2)[nH]c(=O)c1NC(=O)c1ccc(Br)o1	2	-4	96	8	-0.7	10	5	-3	10
